High-throughput results (PubChem)
HMGR II inh = inhibitors of E. faecalis class II HMGR, primary screen, biochemical, Enterococcus faecalis; HMG-CoA reductase (Enterococcus faecalis, mvaE); inhibition, % at 10 µM; purified E. faecalis HMGR, NADPH absorbance 340 nm kinetic; actives 0.41% (n = 190,000);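 active = inhibition above a set limit, the median over all tested compounds plus 3 SD, cut at about 9.5% in these data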;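 note: enzyme runs in reverse so mevalonate oxidation gives rising NADPH absorbance; 0% = complete reaction with DMSO and 100% = background rate lacking mevalonate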
TNAP inh hiacc = human TNAP enzyme inhibitors, primary screen, biochemical, luminescent, high phosphate acceptor level, uHTS. Alkaline phosphatase, tissue-nonspecific isozyme (Homo sapiens), P05186. purified TNAP, CDP-star luminescence, 1 M DEA. inhibition, % at 20 µM. actives 0.03% (n = 200,000). AID 1135, 2008;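 active = over 50% inhibition of tissue-nonspecific alkaline phosphatase at 20 µM in the single-dose screen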;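 note: plate controls were DMSO wells for no effect and EDTA-quenched wells as full inhibition for full effect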
Target sequence (P05186 whole entry, looked up): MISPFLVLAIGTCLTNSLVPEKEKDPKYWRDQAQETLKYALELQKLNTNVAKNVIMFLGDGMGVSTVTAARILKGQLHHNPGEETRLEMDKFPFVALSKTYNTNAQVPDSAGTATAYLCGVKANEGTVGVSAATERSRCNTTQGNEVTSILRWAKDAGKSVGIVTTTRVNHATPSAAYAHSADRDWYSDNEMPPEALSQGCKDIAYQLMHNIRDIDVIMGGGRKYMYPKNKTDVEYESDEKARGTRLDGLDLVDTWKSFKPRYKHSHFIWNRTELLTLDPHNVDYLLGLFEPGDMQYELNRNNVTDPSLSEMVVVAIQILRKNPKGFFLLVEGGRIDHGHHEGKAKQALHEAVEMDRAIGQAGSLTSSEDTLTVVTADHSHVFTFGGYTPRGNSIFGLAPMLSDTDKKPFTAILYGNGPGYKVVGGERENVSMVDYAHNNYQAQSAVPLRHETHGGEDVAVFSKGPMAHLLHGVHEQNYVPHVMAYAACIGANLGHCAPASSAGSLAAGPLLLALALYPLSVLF
S1P3 antag = S1P3 receptor antagonists, primary screen, cell-based; inhibition, % at 4.98 µM; CHO S1P3 NFAT-BLA reporter, FRET fluorescence, antagonist mode; Sphingosine 1-phosphate receptor 3 (Homo sapiens), Q99500; actives 0.27% (n = 170,000);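 active = inhibition above the plate cutoff, the mean inhibition of test wells on that plate plus 3 SD, cut at about 28% in these data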;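 note: cells challenged with S1P at its EC80 of 0.8 µM; blue over green emission ratio from cleaved BLA substrate after 4 h stimulation; 0% = S1P-stimulated wells and 100% = unstimulated DMSO-only wells; some compounds past the cut are filed as inactive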
Target sequence (Q99500 whole entry, looked up): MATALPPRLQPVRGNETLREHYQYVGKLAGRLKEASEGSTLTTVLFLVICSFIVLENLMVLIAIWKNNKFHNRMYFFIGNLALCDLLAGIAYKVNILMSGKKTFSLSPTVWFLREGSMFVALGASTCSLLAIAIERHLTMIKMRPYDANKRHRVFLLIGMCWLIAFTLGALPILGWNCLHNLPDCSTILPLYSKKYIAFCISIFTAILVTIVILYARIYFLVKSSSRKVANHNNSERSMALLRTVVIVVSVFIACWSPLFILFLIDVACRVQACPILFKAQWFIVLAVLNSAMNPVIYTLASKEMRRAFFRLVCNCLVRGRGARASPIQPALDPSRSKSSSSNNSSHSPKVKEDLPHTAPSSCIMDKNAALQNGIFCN
PMI act satM6P = human PMI activators, high substrate, primary screen, biochemical, fluorescence intensity, near-saturating mannose 6-phosphate. AID 1216, 2008. coupled PMI enzyme assay, resazurin fluorescence, 20 min; active compounds read high; 1 = untreated enzyme, 0 = substrate-free blank. activation factor at 20 µM. actives 0.34% (n = 190,000);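 active = activation factor of 2 or more at 20 µM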
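Test system – human PMI in coupled enzyme assay · Timing – 20 min incubation at room temperature · Detection – Diaphorase-driven resazurin-to-resorufin fluorescence, excitation 544, emission 590 nm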
Hsp70 act = Hsp70 transcriptional activators, primary screen, cell-based, HeLa, Hsp70 promoter luciferase, luminescence, 10 µM. actives 0.04% (n = 200,000). activation, % at 10 µM. HeLa Hsp70 promoter luciferase reporter; scaled: vehicle 0, proteasome-inhibitor control 100%;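 active = activation above the mean across all tested compounds plus 3 SD, cutoff set per campaign, cut at about 5.5% in these data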;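 note: 100% = MG132 at 30 µM as the positive control and 0% = DMSO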
TNAP inh noacc = human TNAP enzyme inhibitors, primary screen, biochemical, luminescent, no phosphate acceptor, uHTS; purified TNAP, CDP-star luminescence, 30 min; Alkaline phosphatase, tissue-nonspecific isozyme (Homo sapiens), P05186; inhibition, % at 20 µM; actives 0.26% (n = 200,000);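 active = tissue-nonspecific alkaline phosphatase inhibition above about 50% at 20 µM in the single-dose screen, limit read from the data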;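 note: 0% = DMSO negative control and 100% = EDTA positive control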
RAM inhibit = inhibitors of the yeast RAM network, primary screen, dse1pr::URA3 reporter, 5-FOA selection; AID 868, 2007; S. cerevisiae dse1pr::URA3 reporter, 5-FOA growth OD615, 2 d; analog-sensitive cbk1-as2 kinase mutant strain; inhibition, % at 50 µM; actives 1.8% (n = 190,000);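 active = inhibition above a set limit, 3 SD over mean compound inhibition, cut at about 8.4% in these data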;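 note: 0% = DMSO-only wells with no growth and 100% = 10 µM 1-NA-PP1 full growth; inhibition rescues growth on 5-FOA so higher OD means more RAM inhibition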
Redox H2O2 prof = compounds producing H2O2 with reducing agent – biochemical, NIH compound library profiling, artefact control for MLSCN library redox annotation, primary screen; activation, % at 10 µM; DTT-dependent redox cycling H2O2, phenol red/HRP absorbance; 100% = 100 µM peroxide control, 0% = buffer; actives 0.03% (n = 200,000);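 active = activation of at least 50% relative to the plate's high and low controls in the primary single-dose screen; inactive = activation below 50%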;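 note: compound incubated with DTT at 0.8 mM final as the reducing agent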
L major viab = Leishmania major promastigote growth inhibition, primary screen; Leishmania major promastigotes, resazurin fluorescence viability; actives 9% (n = 200,000); inhibition, % at 10 µM; AID 1063, 2008; in the data active = inhibition above about 50%;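 note: promastigotes grown with compound for 44 hours at 28 °C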
PMI activator = activators of human PMI, primary screen, biochemical, fluorescence intensity, near-Km mannose 6-phosphate; Mannose-6-phosphate isomerase (Homo sapiens), P34949; purified human PMI, coupled resazurin fluorescence, 20 min; active compounds read high; 1 = vehicle control, 0 substrate-free wells; activation factor at 20 µM; actives 0.005% (n = 190,000); AID 1214, 2008;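 active = activation factor of 2 or more at 20 µM, relative to plate controls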
Starred values were filed as active, the others as inactive.

What do the screens show for `Cc1cnc(N)c2c(=O)oc3ccccc3c12`?
HMGR II inh: -0.4; TNAP inh hiacc: -4.5; S1P3 antag: -19.3; PMI act satM6P: 0.9; Hsp70 act: -0.1; TNAP inh noacc: -10.6; RAM inhibit: -0.3; Redox H2O2 prof: -1.4; L major viab: 11.5; PMI activator: 0.9

What do the screens show for `COc1ccc(-n2cccc2/C=C2\C(=N)N3N=C(c4ccco4)SC3=NC2=O)cc1`?
HMGR II inh: -5.1; TNAP inh hiacc: 13.0; S1P3 antag: -10.3; PMI act satM6P: 1.1; Hsp70 act: -0.1; TNAP inh noacc: 8.0; RAM inhibit: 2.3; Redox H2O2 prof: 0.1; L major viab: 10.4; PMI activator: 1.2

What do the screens show for `CCOC(=O)C1CCN(S(=O)(=O)c2cc(Cl)c(C)cc2OC)CC1`?
HMGR II inh: 3.2; TNAP inh hiacc: -0.2; S1P3 antag: 49.0; PMI act satM6P: 0.9; Hsp70 act: -0.1; TNAP inh noacc: -3.3; RAM inhibit: 1.8; Redox H2O2 prof: 2.2; L major viab: 91.3*; PMI activator: 0.9

Results for Cc1ccc(C)c(NC(=O)C(=O)NCc2ccccn2)c1 ?
HMGR II inh: -0.8; TNAP inh hiacc: -3.7; S1P3 antag: -4.5; PMI act satM6P: 1; Hsp70 act: -0.1; TNAP inh noacc: -13.2; RAM inhibit: 0.5; Redox H2O2 prof: -0.9; L major viab: 64.3*; PMI activator: 0.9

What do the screens show for `O=C(NCc1ccccc1Cl)c1cnccn1`?
HMGR II inh: -1.4; TNAP inh hiacc: -4.8; PMI act satM6P: 0.9; Hsp70 act: -0.3; TNAP inh noacc: -6.3; RAM inhibit: 1.6; Redox H2O2 prof: 2.3; L major viab: -5.2; PMI activator: 0.9

How did Brc1ccc(-c2cnco2)cc1 do in these assays?
HMGR II inh: -3.6; TNAP inh hiacc: -2.8; S1P3 antag: -2.3; PMI act satM6P: 0.9; Hsp70 act: -0.2; TNAP inh noacc: -4.9; RAM inhibit: -0.7; Redox H2O2 prof: -1.2; L major viab: 0.0; PMI activator: 0.9

How did CCOc1c2ccc(C(=O)NCCCCc3ccccc3)cc2nn1CC do in these assays?
HMGR II inh: -2.8; TNAP inh hiacc: -4.9; PMI act satM6P: 0.9; Hsp70 act: -0.7; TNAP inh noacc: -6.5; RAM inhibit: -0.9; Redox H2O2 prof: -5.0; L major viab: 2.9; PMI activator: 0.9

How did COc1ccc(NC2=NC3(CCCCC3)N=C(N)N2)cc1 do in these assays?
HMGR II inh: -3.4; TNAP inh hiacc: -4.7; S1P3 antag: 2.0; PMI act satM6P: 1.1; Hsp70 act: 0.0; TNAP inh noacc: 0.8; RAM inhibit: 1.0; Redox H2O2 prof: 1.5; L major viab: 1.3; PMI activator: 1.1

What do the screens show for `CN=C(NC)SC1CC(=O)N(c2ccccc2)C1=O` (stereo unspecified)?
HMGR II inh: -0.8; TNAP inh hiacc: -7.6; S1P3 antag: 13.5; PMI act satM6P: 1.1; Hsp70 act: -0.6; TNAP inh noacc: -17.3; RAM inhibit: 0.5; Redox H2O2 prof: 0.8; L major viab: -6.1; PMI activator: 1

What do the screens show for `CCOC(=O)c1ccccc1NC(=O)c1ccc(NS(C)(=O)=O)cc1`?
HMGR II inh: -1.9; TNAP inh hiacc: -7.5; S1P3 antag: -26.3; PMI act satM6P: 0.9; Hsp70 act: -0.3; TNAP inh noacc: -12.1; RAM inhibit: 7.0; Redox H2O2 prof: 2.0; L major viab: 3.0; PMI activator: 0.9

Results for COc1ccc(NC(=S)N/N=C/c2cccn2Cc2ccc(F)cc2)cc1 ?
HMGR II inh: -5.7; TNAP inh hiacc: 1.1; S1P3 antag: -21.4; PMI act satM6P: 1; Hsp70 act: 0.4; TNAP inh noacc: -1.5; RAM inhibit: 4.9; Redox H2O2 prof: -1.4; L major viab: 1.8; PMI activator: 1

How did CCOc1cccc(CNc2ccc(O)cc2)c1OCc1ccccc1Cl do in these assays?
HMGR II inh: -4.9; TNAP inh hiacc: 7.1; PMI act satM6P: 0.5; Hsp70 act: -0.3; TNAP inh noacc: -2.1; RAM inhibit: 0.1; Redox H2O2 prof: 1.2; L major viab: 99.0*; PMI activator: 0.7

Results for C=CCn1cnc2c(c1=O)c1nc3ccccc3nc1n2/N=C/c1cc(OC)c(OC)c(OC)c1 ?
HMGR II inh: -19.8; TNAP inh hiacc: -1.4; S1P3 antag: 2.5; PMI act satM6P: 0.9; Hsp70 act: -0.1; TNAP inh noacc: -3.9; RAM inhibit: -0.1; Redox H2O2 prof: 0.5; L major viab: 100.2*; PMI activator: 0.9

What do the screens show for `Cc1cccc(CN2CCc3c(OCC(=O)NCc4ccco4)cccc3C2=O)c1`?
HMGR II inh: -5.4; TNAP inh hiacc: -4.5; S1P3 antag: -13.7; PMI act satM6P: 0.9; Hsp70 act: -0.2; TNAP inh noacc: -39.1; RAM inhibit: 5.2; Redox H2O2 prof: 0.1; L major viab: 1.4; PMI activator: 0.9

Results for CCC(=O)Nc1nc2cc(OC)ccc2s1 ?
HMGR II inh: -3.1; TNAP inh hiacc: -9.4; S1P3 antag: -17.0; PMI act satM6P: 1; Hsp70 act: 0.3; TNAP inh noacc: -16.7; RAM inhibit: -0.4; Redox H2O2 prof: 2.5; L major viab: 12.2; PMI activator: 1.1

How did Cc1cc2n(c(=O)c1C#N)CCCN2c1ccccc1 do in these assays?
HMGR II inh: -0.8; TNAP inh hiacc: 2.7; PMI act satM6P: 0.9; Hsp70 act: 0.2; TNAP inh noacc: -1.7; RAM inhibit: 0.8; Redox H2O2 prof: 1.5; L major viab: -8.3; PMI activator: 1

What do the screens show for `CC(NC(=O)C1CCCN1C(=O)OCc1ccccc1)c1ccccc1` (stereo unspecified)?
HMGR II inh: -5.5; TNAP inh hiacc: -3.9; S1P3 antag: -8.6; PMI act satM6P: 1; Hsp70 act: -0.3; TNAP inh noacc: -12.8; RAM inhibit: -0.2; Redox H2O2 prof: 0.1; L major viab: -0.1; PMI activator: 1

Results for C/C(=N/NC(N)=S)c1ccccc1[N+](=O)[O-] ?
HMGR II inh: -10.7; TNAP inh hiacc: -1.9; PMI act satM6P: 1; Hsp70 act: 0.3; TNAP inh noacc: -3.6; RAM inhibit: -0.3; Redox H2O2 prof: -3.0; L major viab: -1.3; PMI activator: 0.9

What do the screens show for `O=C(Nc1nc(-c2ccc(Cl)cc2Cl)cs1)C1CCCO1` (stereo unspecified)?
HMGR II inh: 3.0; TNAP inh hiacc: -3.3; S1P3 antag: -2.4; PMI act satM6P: 1; Hsp70 act: -0.4; TNAP inh noacc: -8.0; RAM inhibit: 3.7; Redox H2O2 prof: -0.1; L major viab: 16.9; PMI activator: 1

How did CCCCc1nn2c(N)c(/C=C3\C=Nc4ccccc43)c(=O)nc2s1 do in these assays?
HMGR II inh: 0.7; TNAP inh hiacc: 9.6; S1P3 antag: 15.3; PMI act satM6P: 1; Hsp70 act: -0.3; TNAP inh noacc: 66.1*; RAM inhibit: 2.4; Redox H2O2 prof: 0.0; L major viab: 4.5; PMI activator: 1

Results for CCOc1cc(NC(=O)C2CCCO2)c(OCC)cc1NC(C)=O (stereo unspecified) ?
HMGR II inh: 0.3; TNAP inh hiacc: -6.0; S1P3 antag: 5.7; PMI act satM6P: 0.9; Hsp70 act: 0.0; TNAP inh noacc: -14.6; RAM inhibit: 0.2; Redox H2O2 prof: 2.5; L major viab: -4.1; PMI activator: 0.9

What do the screens show for `c1ccc(-n2ncc3c(N4CCC5(CC4)OCCO5)ncnc32)cc1`?
HMGR II inh: -2.0; TNAP inh hiacc: -3.7; PMI act satM6P: 1; Hsp70 act: -0.4; TNAP inh noacc: -7.6; RAM inhibit: 2.9; Redox H2O2 prof: 0.1; L major viab: -5.2; PMI activator: 1

Results for CC1(CC(=O)N/N=C/c2ccc(-c3ccc(Cl)cc3)o2)OCCO1 ?
HMGR II inh: 1.3; TNAP inh hiacc: -0.2; S1P3 antag: -3.2; PMI act satM6P: 1.1; Hsp70 act: -0.3; TNAP inh noacc: -8.5; RAM inhibit: -0.8; Redox H2O2 prof: 0.2; L major viab: -7.7; PMI activator: 1.1

What do the screens show for `COc1cc2c(cc1OC)C(c1cccc([N+](=O)[O-])c1)N(C(=O)c1ccccc1C(=O)O)CC2` (stereo unspecified)?
HMGR II inh: -12.4; TNAP inh hiacc: -4.3; S1P3 antag: -3.5; PMI act satM6P: 1; Hsp70 act: -0.5; TNAP inh noacc: -10.6; RAM inhibit: -0.1; Redox H2O2 prof: -0.4; L major viab: -6.3; PMI activator: 1

How did Cc1ccccc1/C=C/c1cc[n+](C)cc1 do in these assays?
HMGR II inh: -0.7; TNAP inh hiacc: -6.5; S1P3 antag: -4.0; PMI act satM6P: 1; Hsp70 act: -0.2; TNAP inh noacc: -9.0; RAM inhibit: -0.2; Redox H2O2 prof: -0.1; L major viab: -1.1; PMI activator: 0.7

What do the screens show for `CCCSc1nc(O)c(C(c2ccc(OC)c(O)c2)c2c(O)nc(SCCC)n(C)c2=O)c(=O)n1C`?
HMGR II inh: -0.1; TNAP inh hiacc: -2.6; S1P3 antag: -3.3; PMI act satM6P: 0.8; Hsp70 act: -0.5; TNAP inh noacc: -2.9; RAM inhibit: 6.6; Redox H2O2 prof: -0.2; L major viab: -4.3; PMI activator: 0.9

What do the screens show for `N#C/C(=C(/O)COC(=O)c1cccnc1Cl)c1nc2ccccc2[nH]1`?
HMGR II inh: 0.7; TNAP inh hiacc: -1.0; S1P3 antag: 7.2; PMI act satM6P: 0.7; Hsp70 act: -0.3; TNAP inh noacc: -15.8; RAM inhibit: 6.2; Redox H2O2 prof: 0.3; L major viab: -2.4; PMI activator: 1

Results for CCSc1nc(C)nc2c1oc1ccccc12 ?
HMGR II inh: -1.1; TNAP inh hiacc: -1.3; S1P3 antag: 10.7; PMI act satM6P: 0.8; Hsp70 act: 0.2; TNAP inh noacc: -9.7; RAM inhibit: 3.8; Redox H2O2 prof: 1.4; L major viab: -1.7; PMI activator: 0.8

Results for CCOc1cc(NC(=S)NCCCN(C)C)c(OCC)cc1NC(=O)c1cccs1 ?
HMGR II inh: 5.4; TNAP inh hiacc: 2.8; S1P3 antag: -4.6; PMI act satM6P: 1; Hsp70 act: -0.4; TNAP inh noacc: 0.5; RAM inhibit: 0.5; Redox H2O2 prof: 0.1; L major viab: 31.4; PMI activator: 1
